HSF1 activator – increases HSF-1 driven luciferase reporter signal; NIH3T3-HGL HSF-1 luciferase reporter, MG132, 8 h; 100% = twice DMSO control signal; activation, % at 9 µM; 1.7% of 300,000 active;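 active = mean replicate activation of at least 50% with a set share of replicates each reaching 50%; inconclusive = only one of those two conditions met; inactive = mean below 50% and too few replicates reaching it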;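 also: 0% = median of the neutral control wells and 100% = twice that signal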
KLF5 inh – inhibitors of KLF5 expression; 0.23% of 290,000 active; DLD-1 KLF5 promoter-luciferase reporter, luminescence; inhibition, % at 5 µM;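 active = inhibition above a per-plate limit of that plate's mean compound inhibition plus 3 SD, cut at about 60% in these data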;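 also: 0% = DMSO wells and 100% = LY294002 at 200 µM; higher means less KLF5 promoter-driven luciferase light; inactives centre near -14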
HSF1 inh – HSF1 inhibition | NIH3T3-HGL HSE-luciferase, MG132-induced, luminescence 8 h; stronger effect = lower value | activity change, negative = inhibition, % at 7.5 µM (by protocol) | 0.77% of 300,000 active | AID 2098;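 active = more than half of replicate wells show activity change below -50%, luminescence cut by over half; inconclusive = some wells, but at most half, below -50%; inactive = no replicate well below -50%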;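 also: luciferase reports HSF-1 transcriptional activity via heat shock element; 0% = median of DMSO wells and -100% = zero luminescence signal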
PolyA inh – blocks polyadenylation in yeast reporter cells; S. cerevisiae SKY197-pL101 polyadenylation reporter, beta-gal luminescence; efflux-impaired pdr1/pdr3 knockout yeast; score 100 = 6 SD above DMSO; calls only at 12 µM; 0.02% of 300,000 active;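 active = lowest replicate activity score at least 50, where 100 means six control SD above control mean; inconclusive = lowest score under 50 but half or more replicates reach 50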;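 also: yeast exposed to compound for 9 h at 30 °C; higher score means more reporter readthrough which indicates perturbed polyadenylation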
AI-2 QS modul – modulates the Vibrio harveyi AI-2 quorum sensing system; 0.4% of 300,000 active; Vibrio harveyi JMH597 AI-2 luminescence/OD600 ratio, 9 h; stronger effect = lower value; strain lacks LuxN and CqsS sensors; 0 = neutral-control median; activity change, % at 7.5 µM; in the data active = activity change below about -75%, passing the limit was not always enough; inconclusive = no clear call, values can overlap the other calls;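 also: luminescence divided by OD600 gain over 9 h not by final OD600 alone; inactives centre near 13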
GSK3A inh – inhibitors of human GSK-3 alpha kinase; P49840; ADP-Glo luminescence, 60 min; inhibition, % at 10 µM; 0.1% of 320,000 active; AID 2650;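 in the data active = inhibition above about 50%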;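 also: GST-tagged GSK-3 alpha with peptide substrate and 25 µM ATP; 0% = DMSO neutral wells and 100% = GW8510 positive control wells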
Target sequence (P49840 whole entry, looked up): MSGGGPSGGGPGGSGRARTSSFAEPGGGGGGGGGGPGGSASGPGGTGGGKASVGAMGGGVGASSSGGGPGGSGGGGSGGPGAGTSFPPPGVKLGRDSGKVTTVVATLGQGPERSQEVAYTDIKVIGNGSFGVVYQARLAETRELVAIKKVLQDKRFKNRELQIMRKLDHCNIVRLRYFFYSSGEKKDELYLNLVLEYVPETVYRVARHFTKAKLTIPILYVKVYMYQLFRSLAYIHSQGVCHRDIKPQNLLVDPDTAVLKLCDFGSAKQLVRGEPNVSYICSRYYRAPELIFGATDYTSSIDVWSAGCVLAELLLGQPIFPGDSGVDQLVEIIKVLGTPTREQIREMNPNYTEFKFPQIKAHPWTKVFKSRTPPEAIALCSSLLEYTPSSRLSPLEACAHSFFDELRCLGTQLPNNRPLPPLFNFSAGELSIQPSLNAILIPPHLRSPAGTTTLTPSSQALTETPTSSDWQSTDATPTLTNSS
aSyn UTR inh – 5' untranslated region of α-synuclein, MLPCN primary screen. alpha-synuclein 5'UTR reporter, inhibitor activity. inhibition, % (tested at 7.5 µM). 0.82% of 300,000 active. AID 1813; in the data active = inhibition above about 60%; inconclusive = no clear call, values can overlap the other calls;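 also: H4 neuroglioblastoma cells stably carrying SNCA 5'UTR luciferase fusion; 0% = DMSO wells and 100% = positive control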
HSP90 refold inh – HSP90 refolding inhibition in rabbit reticulocyte lysate. inhibition, % at 5.6 µM. 0.91% of 290,000 active. luciferase refolding luminescence, 3 h. AID 1789;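 active = inhibition above the screen-wide mean plus 3 SD, computed separately per campaign, cut at about 16% in these data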;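 also: 0% = DMSO wells and 100% = 60 µM geldanamycin wells; inhibitors lower the luminescence because luciferase stays unfolded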
GSK3B inh – inhibitors of human GSK3beta kinase; GST-GSK3beta kinase, ADP-Glo luminescence, 60 min; stronger effect = lower value; P49841; 0.038% of 300,000 active; AID 2097; activity score (negative = inhibition), % at 10 µM;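 active = more than half of replicate wells score below -50%, meaning over 50% inhibition versus plate controls; inconclusive = some replicates but at most half score below -50%; inactive = no replicate scores below -50%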;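 also: 0% = median DMSO wells and -100% = median GW8510 positive control wells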
Target sequence (P49841 whole entry, looked up): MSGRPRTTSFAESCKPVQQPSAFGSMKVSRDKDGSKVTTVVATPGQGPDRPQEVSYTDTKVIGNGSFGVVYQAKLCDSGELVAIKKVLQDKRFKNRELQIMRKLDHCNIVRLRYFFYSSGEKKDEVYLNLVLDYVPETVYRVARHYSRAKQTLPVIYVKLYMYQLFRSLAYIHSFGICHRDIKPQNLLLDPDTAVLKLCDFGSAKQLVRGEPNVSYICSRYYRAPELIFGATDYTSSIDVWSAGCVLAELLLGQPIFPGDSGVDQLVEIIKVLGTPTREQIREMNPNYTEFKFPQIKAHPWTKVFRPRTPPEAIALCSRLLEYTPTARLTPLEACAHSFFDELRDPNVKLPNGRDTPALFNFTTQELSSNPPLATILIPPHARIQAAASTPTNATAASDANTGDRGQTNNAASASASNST
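Assay system: GST-tagged human GSK3beta kinase, cell-free; Input: 1.6 ng GSK3beta; Medium: Tris/MgCl2 kinase buffer; Timing: 60 min enzyme reaction, room temperature; Signal: ADP-Glo luminescence quantifying ADP generated by kinase; Evaluation: score relative to plate controls; Benchmarks: DMSO neutral wells and GW8510 at 20 µM as positive.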
IEC-6 tox – counter-screen for KLF5 inhibitors: cytotoxicity in IEC-6 cells; 0.78% of 290,000 active; IEC-6 cytotoxicity, luminescence viability; AID 1825; inhibition, % at 5 µM; in the data active = inhibition above about 22%;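 also: 0% = plate median of test compound wells and 100% = cytotoxic reference compound wells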
* marks the source's active call; other numbers are inactive results; i = inactive; ? = inconclusive; . = no result given. This is a subset; count on the stated rates, not on these rows.

SMILES	HSF1 activator	KLF5 inh	HSF1 inh	PolyA inh	AI-2 QS modul	GSK3A inh	aSyn UTR inh	HSP90 refold inh	GSK3B inh	IEC-6 tox
O=C(COC(=O)Cn1nnc2ccccc21)Nc1ccccc1Br	-1	-26	-1	i	8	-2	-6	-1	1	2
O=C(COC(=O)c1ccccc1[N+](=O)[O-])c1ccc(C2CCCCC2)cc1	-26	-8	-31	i	23	-1	-76	51*	1	-4
Cc1ccc(S(=O)(=O)NCC(=O)OCN2C(=O)c3ccccc3C2=O)cc1	9	-22	8	i	5	0	-14	-3	1	0
O=c1[nH]cnc2ccc([N+](=O)[O-])cc12	-4	-11	-8	.	11	-2	8	3	-3	-6
COc1ccc(-n2c(=S)[nH]c3cc(C(=O)NCc4ccco4)ccc3c2=O)c(OC)c1	15	-16	0	i	32	-5	16	0	2	4
O=C(NCc1ccco1)N1c2ccccc2Sc2ccccc21	-10	-23	-1	i	0	-1	-15	2	2	-1
O=C(CC1SC(=Nc2ccccc2)N(Cc2ccccn2)C1=O)Nc1ccc(Br)cc1 (stereo unspecified)	20	1	14	i	7	-1	10	-2	-2	6
Cc1ccc(-n2nc3ccc(NC(=O)c4ccco4)cc3n2)cc1	20	-126	12	i	9	1	-83	-4	0	-3
Clc1ccc(-c2ccc(SCc3ccccn3)nn2)cc1	81*	-50	47	i	-5	-2	-141	4	-1	5
O=C(NCCc1ccccc1)/C(=C\c1ccccc1)NC(=O)c1ccco1	-6	-12	-2	i	16	2	1	-4	2	-2

In the list so far, these contain an NH in an aromatic ring.
SMILES	HSF1 activator	KLF5 inh	HSF1 inh	PolyA inh	AI-2 QS modul	GSK3A inh	aSyn UTR inh	HSP90 refold inh	GSK3B inh	IEC-6 tox
O=c1[nH]cnc2ccc([N+](=O)[O-])cc12	-4	-11	-8	.	11	-2	8	3	-3	-6
COc1ccc(-n2c(=S)[nH]c3cc(C(=O)NCc4ccco4)ccc3c2=O)c(OC)c1	15	-16	0	i	32	-5	16	0	2	4

As a short view, part of the list above.
SMILES	HSF1 activator	KLF5 inh	HSF1 inh	PolyA inh	AI-2 QS modul	GSK3A inh	aSyn UTR inh	HSP90 refold inh	GSK3B inh	IEC-6 tox
O=C(CC1SC(=Nc2ccccc2)N(Cc2ccccn2)C1=O)Nc1ccc(Br)cc1 (stereo unspecified)	20	1	14	i	7	-1	10	-2	-2	6
Cc1ccc(-n2nc3ccc(NC(=O)c4ccco4)cc3n2)cc1	20	-126	12	i	9	1	-83	-4	0	-3
Clc1ccc(-c2ccc(SCc3ccccn3)nn2)cc1	81*	-50	47	i	-5	-2	-141	4	-1	5
O=C(NCCc1ccccc1)/C(=C\c1ccccc1)NC(=O)c1ccco1	-6	-12	-2	i	16	2	1	-4	2	-2

(continued)
SMILES	HSF1 activator	KLF5 inh	HSF1 inh	PolyA inh	AI-2 QS modul	GSK3A inh	aSyn UTR inh	HSP90 refold inh	GSK3B inh	IEC-6 tox
Cc1cc(N2Cc3ccccc3C2)ccc1C=O	26	-190	12	i	26	2	-96	15	-6	1
O=C(O)c1cn(-c2ccccc2)nc1C(=O)O	-6	-17	-6	i	7	-2	17	4	2	3
COc1ccc(CCN2CC(C(=O)N(C)Cc3ccc(C)o3)CCC2=O)cc1 (stereo unspecified)	13	-69	4	i	-1	0	-87	-9	-2	-7
O=C(/C=C/c1cccc([N+](=O)[O-])c1)NC(=S)Nc1cccc(NC(=O)c2ccccc2Cl)c1	61*	-19	38	i	7	-2	14	-6	-3	-11
CCCn1c(=O)c(C(=O)NNC(=O)Cc2ccccc2)c(O)c2ccccc21	12	-4	-5	i	4	-3	11	-4	-2	-2
CS/C(=C\[N+](=O)[O-])Nc1ccc(OC(F)(F)F)cc1	12	-36	-6	i	25	-3	-32	2	-1	0
CC(=O)c1c(C)[nH]c(C(=O)N(C)CC(=O)Nc2ccc(Cl)c(C(F)(F)F)c2)c1C	-9	-2	0	i	16	-1	15	-5	-1	-4
O=C(COC(=O)/C=C/c1ccc(Br)o1)NCCCN1CCCC1=O	65*	3	48	i	-1	-1	7	-1	1	4
Fc1ccc(/C=N/NC(=S)Nc2cccnc2)cc1F	19	-41	31	i	64	1	-86	-1	-1	0
CC12CCC(C(=O)Nc3ccccc3)(C(Br)C1=O)C2(C)C (stereo unspecified)	3	-25	1	i	17	0	9	2	1	-6
COc1ccc(N2CCN(C(CNC(=O)C(=O)NCCc3c[nH]c4ccccc34)c3ccco3)CC2)cc1 (stereo unspecified)	18	-8	-2	i	-6	1	-28	-3	2	-3
COC(=O)c1nn(-c2ccccc2)c(-c2ccccc2)c1C(=O)c1ccccc1	3	-8	-3	i	16	-2	33	-9	3	-5
O=C(CN1CCN(c2ncccn2)CC1)N1CCCc2c1c(=O)oc1ccc(O)cc21	.	-32	.	.	.	0	.	-3	.	-3
CCN1C(=O)C2C(c3cccc(F)c3)NC(CC)(C(=O)OC)C2C1=O (stereo unspecified)	19	-24	-4	i	16	-1	6	8	-2	-3
Cc1nc(C(=O)O)sc1C1(C)CC(c2cccc([N+](=O)[O-])c2)=NO1 (stereo unspecified)	8	.	1	i	21	-3	22	.	1	.
CCOCCCNC(=O)c1cccc(OC2CCN(S(C)(=O)=O)CC2)c1	30	-161	19	i	11	-1	-151	-2	-2	-4
NC(=O)c1ccsc1NC(=O)c1cc(=O)c2ccccc2o1	.	-15	.	.	.	0	.	-1	.	-3
Cc1ccccc1SCC(=O)Nc1cc(C(F)(F)F)ccc1N1CCOCC1	2	.	7	i	39	-12	16	.	-2	.
CC1(C)COC(/C=C/c2ccc([N+](=O)[O-])cc2)=N1	118*	-10	78	i	20	-3	-93	3	1	-4
Cc1ccc2c(C)c(C(=O)N3CCC(N4CCC(C(=O)NC5CC5)CC4)CC3)oc2c1	1	1	2	i	13	.	17	8	1	2
O=C(COc1ccc(S(=O)(=O)NCc2ccccc2)cc1Cl)NCc1ccncc1	19	-20	-6	i	8	-1	1	-3	0	-4
Cc1ccc(-c2csc(NC(=O)CCNC(=O)c3ccco3)n2)cc1	-16	-37	7	i	-5	-2	-52	5	-2	0
c1cnc2ccc(-c3ccc4ncccc4c3)cc2c1	19	-80	4	i	-10	-1	-84	-1	1	4
Cc1ccc(-c2nnc(-c3ccccc3Br)o2)cc1	?	-193	30	i	13	-3	-38	14	-4	5
CCN(C(=O)CCN1C(=O)/C(=C/c2ccccc2)SC1=S)C1CCS(=O)(=O)C1 (stereo unspecified)	-1	5	0	i	2	4	-30	4	3	2
Cc1ccc(NC(=O)CSc2ncc3ccccn23)cc1	22	-32	14	i	5	0	-67	0	0	-2
CC1Cc2ccccc2N1C(=O)CCN1C(=O)C2C3C=CC(C3)C2C1=O (stereo unspecified)	-3	-42	-2	i	10	1	4	1	0	2
CCc1nnc(NC(=O)c2ccc(NS(=O)(=O)c3ccccc3)cc2)s1	-21	-31	-2	i	69	-1	10	-1	-1	-1
C#CCn1c(S(=O)(=O)Cc2ccc(C)cc2)nc(-c2ccccc2)c1-c1ccccc1	44	23	20	i	10	-2	-1	4	-2	-4
O=C(COc1ccc([N+](=O)[O-])cc1)Nc1cc(S(=O)(=O)N2CCCCC2)ccc1N1CCCCC1	20	.	6	i	46	-3	6	.	-4	.
O=C1/C(=C/C=C/c2ccccc2)Oc2c1ccc(O)c2CN1CCN(CCO)CC1	-8	-15	1	.	-14	4	-26	3	-3	-4
COc1cccc2sc(N(CCN(C)C)C(=O)c3ccc(S(=O)(=O)N4CCCC4)cc3)nc12	3	-16	-2	i	28	0	4	-2	3	3
S=c1[nH]nc(Cc2sc(-c3ccccc3)nc2-c2ccccc2)o1	3	-9	1	i	10	-5	30	5	1	6
CCOC(=O)c1ccc(NC(=S)N2CCC(O)CC2)cc1	21	5	4	i	18	.	-81	-3	2	3
CC(=O)Nc1ccc(C23CC4CC(CC(C4)C2)C3)cc1	4	-66	-1	.	12	-1	-6	-1	1	-4
CC1CC2(CCCCC2)N2C(=O)C(=O)c3cccc1c32 (stereo unspecified)	13	-24	-2	i	10	.	25	-1	-1	-2
Cn1nc(-c2ccccc2)c(/C=N/O)c1Cl	-2	-4	-6	i	13	0	-14	-1	0	0
CCOC(=O)N(NC(=O)C(O)(C(C)C)C(C)C)c1ccccc1	1	-4	-11	i	17	1	0	3	1	2
N#CCCn1c(SCC(=O)NCc2ccco2)nc2ccccc21	-4	-14	3	i	8	.	-14	8	1	-3
Cn1c(=O)c2c(nc(NCCCN3CCOCC3)n2Cc2ccc(Cl)cc2)n(C)c1=O	16	4	-1	i	14	-1	19	1	-2	1
CCOC(=O)N1CCN(C(=O)Nc2ccc3nc(C)c(C)nc3c2)CC1	1	-12	-3	i	12	0	9	1	0	-7
COc1ccc(CCNC(=O)CCc2cn(C)c3ccccc23)c(OC)c1	-1	-34	-1	i	15	-1	11	-1	2	5
N#CCCn1nc(-c2ccccc2)cc1Nc1ccccc1NC(=O)C(F)(F)F	3	-1	5	i	20	-4	-2	0	1	9
CC(=O)NC(C1C(=O)CC(C)(C)CC1=O)(C(F)(F)F)C(F)(F)F	-4	6	-5	i	24	9	2	-1	1	3
COC(=O)C[C@H]1c2cc(F)ccc2S(=O)(=O)N1Cc1ccccc1	-8	.	-1	i	19	-1	21	.	-2	.
CCOc1ccc(CN2CCNC(=O)C2CC(=O)NCCCOc2cccnc2)cc1 (stereo unspecified)	-3	-10	3	i	7	-1	7	-8	1	2
O=C(NCc1ccco1)c1cccc(S(=O)(=O)N2CCOCC2)c1	-13	-52	-4	i	12	1	7	0	-2	0
O=c1c(Cc2ccc(F)cc2)c(O)ccn1Cc1cccc(Cl)c1	4	-2	-3	i	16	3	22	-1	3	1

Looked up by structure from above:
SMILES	HSF1 activator	KLF5 inh	HSF1 inh	PolyA inh	AI-2 QS modul	GSK3A inh	aSyn UTR inh	HSP90 refold inh	GSK3B inh	IEC-6 tox
COC(=O)C[C@H]1c2cc(F)ccc2S(=O)(=O)N1Cc1ccccc1	-8	.	-1	i	19	-1	21	.	-2	.
CCOC(=O)N1CCN(C(=O)Nc2ccc3nc(C)c(C)nc3c2)CC1	1	-12	-3	i	12	0	9	1	0	-7
N#CCCn1nc(-c2ccccc2)cc1Nc1ccccc1NC(=O)C(F)(F)F	3	-1	5	i	20	-4	-2	0	1	9

Screening results: PubChem BioAssay, several laboratories
